Screening data deposited in PubChem BioAssay by National Center for Advancing Translational Sciences (NCATS).
FUS yeast rescue – rescues growth of FUS-expressing yeast | S. cerevisiae FUS-expressing, growth rescue, OD600, 24 h | Potency, µM (top dose mostly 76.6 µM), for the others: at the top dose growth rescue (activation), hits mostly activators | hit rate 0.24% among 390,000;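 also: potency is read from the fitted curve at half-maximal effect; plate controls were DMSO vehicle for no effect and reference control for full effect; nearly all actives have a fitted effect of over 55% in size; some results filed as inactive show a strong effect at the top dose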
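Quantitative HTS measuring growth restoration of FUS-toxic yeast. Galactose-induced cells (OD 0.005) were exposed 24hr at 30C to compounds at several concentrations, then absorbance at 600 nm was recorded.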
aSyn yeast inh – alpha-synuclein toxicity inhibition in yeast; AID 652106; Potency, µM (doses to about 46.1 µM), without a hit: at the top dose growth rescue (activation), most hits filed as activators; hit rate 0.14% among 370,000; Yeast expressing alpha-synuclein, growth rescue, BacTiter-Glo, 24 h; also: potency is read from the fitted curve at half-maximal effect; % of control where 0% means no effect; nearly all actives have a fitted effect of over 65% in size
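Rescue of yeast growth: cells expressing toxic alpha-synuclein, induced in galactose at OD600 0.02, incubated with compound 24 h at 30 C. ATP luminescence quantified growth; inhibitors of toxicity appear as activators.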
GLP1R ag – GLP-1 receptor (human) agonism. P43220. hit rate 0.007% among 380,000. Potency, µM (titrated, usually from 45.6 µM), for the others: at the top dose activation, usual class: activators. HEK293 GLP-1R CRE-luciferase, luminescence, 4-6 h; cells express a hypersensitive GLP-1R form; also: potency is read from the fitted curve at half-maximal effect; % of control where 0% means no effect
TDP43 rescue – TDP-43 toxicity inhibition in yeast | TDP-43 expressing yeast growth rescue, BacTiter-Glo, 24 h | hit rate 1.8% among 410,000 | Potency, µM (series often up to 46.1 µM), inactives show top-dose growth rescue (activation), usual class: activators; also: potency is read from the fitted curve at half-maximal effect; % of control where 0% means no effect; nearly all actives have a fitted effect of over 50% in size
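In this qHTS, compounds that restore growth of yeast expressing TDP-43 appear as activators. Cells (OD600=0.02, galactose medium, raffinose-pregrown) are incubated with compound 24 hr at 30 deg C and growth is quantified by BacTiter-Glo.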
Abeta yeast res – compounds reversing amyloid beta toxicity in yeast; yeast expressing A-beta42, growth rescue, OD600, 48 h; response scale: 0% DMSO, 100% iron-clioquinol control; Potency, µM (highest dose often 46.1 µM), without a hit: at the top dose growth rescue, most hits filed as activators; hit rate 0.063% among 410,000; also: potency is read from the fitted curve at half-maximal effect; nearly all actives have a fitted effect of over 55% in size
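Growth rescue measured by 600 nm absorbance after 48 h yeast culture at 30 C with compound. Values normalized between DMSO and an equimolar ferric chloride plus clioquinol control.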
D3 antag – blocks the human D3 dopamine receptor | P35462 | AID 652054 | max response, negative = inhibition, % | hit rate 2.5% among 360,000 | D3R cells, DiscoveRx beta-arrestin luminescence, antagonist mode; stronger effect = lower value; in the data active = max response below about -50%; inconclusive = no clear call, values can overlap the other calls; also: % is scaled to controls: 0 for no effect and ±100 for the full control effect; mostly tested at two doses, the higher about 12 µM
Target sequence (P35462 whole entry, looked up): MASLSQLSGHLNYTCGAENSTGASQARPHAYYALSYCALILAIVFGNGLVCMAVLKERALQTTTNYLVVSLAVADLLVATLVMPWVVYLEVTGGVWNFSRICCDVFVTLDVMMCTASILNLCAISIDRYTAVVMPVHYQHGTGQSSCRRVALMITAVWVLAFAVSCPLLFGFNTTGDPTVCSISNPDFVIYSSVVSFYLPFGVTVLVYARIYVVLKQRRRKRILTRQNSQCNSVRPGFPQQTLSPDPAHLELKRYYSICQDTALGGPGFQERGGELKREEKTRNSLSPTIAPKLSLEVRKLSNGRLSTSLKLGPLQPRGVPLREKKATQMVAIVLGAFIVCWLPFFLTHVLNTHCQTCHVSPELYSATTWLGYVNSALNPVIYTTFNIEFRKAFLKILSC
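Cells plated overnight at 1500 cells/well, then exposed to library compounds with dopamine controls for 90 minutes at 37 degrees C. DiscoveRx reagent added for 30–60 minutes at room temperature; luminescence read, quantitative HTS format.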
PTHR1 ag – PTHR1 (human) receptor agonism; Q03431; HEK293 GP2 PTHR1 cells, GloSensor cAMP luminescence, 1 h; Potency, µM (top dose mostly 115 µM), without a hit: at the top dose activation, usual class: activators; hit rate 0.075% among 410,000; AID 743266; also: potency is read from the fitted curve at half-maximal effect; nearly all actives have a fitted effect of over 55% in size; some results filed as inactive show a strong effect at the top dose; inactives centre near -15; many of its hits are not listed in these tables
Target sequence (Q03431 whole entry, looked up): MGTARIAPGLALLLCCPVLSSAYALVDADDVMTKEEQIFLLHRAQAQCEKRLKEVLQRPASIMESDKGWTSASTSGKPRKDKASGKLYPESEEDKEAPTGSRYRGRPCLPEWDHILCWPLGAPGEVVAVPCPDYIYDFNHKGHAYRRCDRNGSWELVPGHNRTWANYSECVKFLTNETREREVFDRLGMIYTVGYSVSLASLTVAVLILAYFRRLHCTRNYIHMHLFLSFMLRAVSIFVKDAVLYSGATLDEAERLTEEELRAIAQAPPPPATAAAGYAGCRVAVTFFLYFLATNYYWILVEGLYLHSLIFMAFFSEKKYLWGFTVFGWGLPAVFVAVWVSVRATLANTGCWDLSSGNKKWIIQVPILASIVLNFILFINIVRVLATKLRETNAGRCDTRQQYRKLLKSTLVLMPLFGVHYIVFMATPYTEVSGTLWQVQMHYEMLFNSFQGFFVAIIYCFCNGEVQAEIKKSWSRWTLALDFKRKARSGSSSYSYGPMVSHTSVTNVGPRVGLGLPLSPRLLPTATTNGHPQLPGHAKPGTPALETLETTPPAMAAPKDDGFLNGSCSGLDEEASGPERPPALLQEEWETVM
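HEK-293-derived GP2 cells expressing PTHR1 and a GloSensor cAMP reporter, 3,000/well, plated overnight, given luciferin plus IBMX (each 0.5 mM as added) for 1 h at 37 °C, then compound for 1 h at 37 °C. Luminescence was read after 15 min at room temperature.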
Akt phos inh – inhibitors of Akt phosphorylation | activity change, % for hits at 50 µM | hit rate 0.32% among 360,000 | AID 651550 | Neuro2A IGF-stimulated pAkt S473 HTRF, 20 min; stronger effect = lower value; in the data active = activity change below about -80%; inconclusive = mostly about -51% to -80%; also: % is scaled to controls: 0 for no effect and ±100 for the full control effect
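Neuro2A cells in DMEM with 0.5% FBS, overnight at 37 deg C, given compound at single 50 µM final, then IGF (6 nM final) for 20 min at 37 deg C. Lysed; phospho-Akt Ser473 by HTRF after 24 h, 665/615 ratio.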
GLP1R inv ag – inverse agonists of human GLP-1 receptor; P43220; HEK293 GLP-1R CRE-luciferase, luminescence, 24 h; GLP-1R form is constitutively active; Potency, µM (series often up to 38.3 µM), for inactives: top-dose activity change, negative = inhibition, actives largely listed as inhibitors; hit rate 1.6% among 410,000; also: potency is read from the fitted curve at half-maximal effect; % is scaled to controls: 0 for no effect and ±100 for the full control effect; nearly all actives have a fitted effect of over 55% in size
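Readout was luciferase luminescence, measured 12 min after detection reagent at room temperature. Beforehand, GLP-1R reporter HEK293 cells had sat 12 h, then received compounds for 24 hr at 37 deg C.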
Active calls of the source: *; i = inactive; ? = inconclusive; / = not tested or not shown; [ ] = dose if it differs, or a comment. Unless noted, calls follow the shape of the dose curve; as a rule, active = well fitted curve in the direction sought with a large enough effect; inconclusive = small, poorly fitted or top-dose-only effect, or another doubt; inactive = no such curve, though single readings can be large; an effect the other way counts as inactive or inconclusive.

Second line of a record: FUS yeast rescue, aSyn yeast inh, GLP1R ag, TDP43 rescue, Abeta yeast res, D3 antag, PTHR1 ag, Akt phos inh, GLP1R inv ag
O=C(O)c1ccc(COc2ccc(Cl)cc2)o1
    1.3%, 3.0%, 0.5%, 28.3%, 13.2%, 13.0, -1.8%, i, 14.3%
Cc1ccc(-c2cn3c(n2)sc2cc(C(=O)NCCCN4CCCCCC4)ccc23)cc1
    6.6%, /, /, -51.1%[inhibitor], -52.8%[inhibitor], /, -2.8%, /, -21.9%
COC(=O)c1c(C)[nH]c(C(=O)C(C)OC(=O)C2CC2C)c1C (configuration not stated)
    14.1%, -23.4%, 6.6%, 10.5%, -6.9%, 12.6, -17.4%, i, -2.3%
CC(=O)c1ccc(NC(=O)COc2ccccc2C(=O)Nc2ccc(C)cn2)cc1
    -15.3%, -10.4%, 8.2%, 1.3%, 0.7%, 4.2, 14.3%, i, 10.8%
COc1ccc(COC(=O)Nc2c(SC)nsc2SC)cc1
    5.4%, 9.3%, 22.3%, -6.2%[0.397 µM], 30.6%, -2.5, -4.6%, i, 3.3%
CCOc1ccccc1Nc1nnc(SC(C)C(=O)Nc2nc(-c3ccccc3)cs2)s1 (configuration not stated)
    23.7%, 6.5%, -4.6%, -12.1%, ?, 20.1, i, i, 32.0%[activator]
COc1ccc(OC)c(NC(=O)C2Cc3ccccc3CN2S(=O)(=O)c2ccc(F)cc2)c1 (configuration not stated)
    25.2%, /, /, 0.0%, 2.9%, /, -19.3%, /, ?
COc1ccc(S(=O)(=O)N2CCOCC2)cc1NC(=O)Cc1coc2cc(C)c(C)cc12
    28.2%, 6.2%, 2.8%, 14.5%, 17.9%, -9.5, -17.9%, i, -1.6%
COc1ccc(Cn2nnnc2CN2CCN(c3ccc(OC)cc3)CC2)cc1
    18.5%, 4.3%, 9.3%, 10.0%, 8.6%, 3.0, -17.6%, i, 14.0%
Cc1ccc(S(=O)(=O)/N=C(\CN2CCOCC2)N2CCOCC2)cc1
    27.7%, /, 1.0%, -9.6%, -13.2%, -3.3, 13.8%, /, 0.0%

Look-ups from the results shown.
For Abeta yeast res, `CC(=O)c1ccc(NC(=O)COc2ccccc2C(=O)Nc2ccc(C)cn2)cc1` shows 0.7%
For TDP43 rescue, `Cc1ccc(-c2cn3c(n2)sc2cc(C(=O)NCCCN4CCCCCC4)ccc23)cc1` shows -51.1%[inhibitor]
For GLP1R ag, `COC(=O)c1c(C)[nH]c(C(=O)C(C)OC(=O)C2CC2C)c1C` (configuration not stated) shows 6.6%
For GLP1R inv ag, `O=C(O)c1ccc(COc2ccc(Cl)cc2)o1` shows 14.3%

Carrying on.
Second line of a record: FUS yeast rescue, aSyn yeast inh, GLP1R ag, TDP43 rescue, Abeta yeast res, D3 antag, PTHR1 ag, Akt phos inh, GLP1R inv ag
CCOc1cc(/C=N/O)cc(Br)c1OCC
    18.4%, 9.1%, 5.6%, 13.8%, 1.1%, 24.2, -1.8%[57.5 µM], i, -15.5%
O=C(Nc1cc(S(=O)(=O)N2CCCCC2)ccc1N1CCOCC1)c1ccc(F)cc1
    ?, 0.3%, -2.1%, -17.6%, 5.6%, 13.4, 13.3%, i, -0.1%
CCSc1oc(-c2ccc(F)cc2)nc1S(=O)(=O)c1ccc(C)cc1
    -18.7%, /, /, 10.7%, 11.7%, /, i, /, 11.5%
COCCNC(=O)CSc1n[nH]c(=O)n1CCc1ccccc1
    -12.1%, 3.8%, -4.7%, 4.0%, -7.7%, 11.6, -30.0%, i, 7.3%
O=C(Nc1cccc(C(F)(F)F)c1)C1CC(=O)N(Cc2ccco2)C1 (configuration not stated)
    -13.0%, 1.1%, -3.9%, 5.6%, 1.2%, 5.4, -24.5%, i, 1.6%
CCOc1ccc(S(=O)(=O)Nc2nc3ccc(OC)cc3s2)cc1
    -8.9%, -0.9%, -7.0%, 0.0%, 10.4%, 24.1, i, i, -23.4%
COc1cccc(CC(=O)NCc2ccc3c(c2)CCN3C(C)=O)c1
    0.6%, /, /, 19.9%, -6.5%, /, i, /, 4.9%
CCCSc1cc(NCCOC(=O)CCC)c([N+](=O)[O-])c2nonc12
    /, -74.7%[inhibitor], 0.1%, -89.3%[inhibitor], -45.6%[inhibitor], -14.2, -32.9%, i, 4.1%
Cc1c(Cl)cccc1N1CC(c2nc3ccccc3n2Cc2ccccc2F)CC1=O (configuration not stated)
    32.7%, /, /, 25.1µM*, -10.3%, /, -1.4%, /, ?
CCN(CC)S(=O)(=O)c1ccc(-n2cnnn2)c(C)c1
    14.8%, 0.1%, -4.6%, -4.5%, 4.9%, 17.6, -8.9%[57.5 µM], /, -5.8%

Other entries follow:
| Molecule | FUS yeast rescue | aSyn yeast inh | GLP1R ag | TDP43 rescue | Abeta yeast res | D3 antag | PTHR1 ag | Akt phos inh | GLP1R inv ag |
| --- | --- | --- | --- | --- | --- | --- | --- | --- | --- |
| O=C(COC(=O)C1CCN(c2ccc(C(F)(F)F)cn2)CC1)c1ccccc1 | 15.6% | -6.4% | 12.4% | 9.5% | 23.1% | 0.0 | i | i | -23.0% |
| O=C(Oc1ccc(C(=S)N2CCOCC2)cc1)c1ccccc1F | -1.6% | 3.9% | -0.9% | 9.4% | -14.3% | 23.9 | i | i | 35.5%[activator] |
| CCOc1ccccc1CNC(=O)c1ccc2nc(Cc3ccc(OC)cc3)oc2c1 | 39.6% | / | / | 14.9% | -11.6% | / | -5.3% | / | ? |
| Cc1ccc(-c2cc3ncc(C#N)c(N)n3n2)cc1 | 7.5% | -2.8% | 3.2% | 3.1% | 6.5% | -11.0 | i | i | 4.6% |
| Cc1cc2c(cc1S(=O)(=O)CCC(=O)NC1CCCCC1C)OCC(=O)N2 (configuration not stated) | 5.0% | -0.3% | -3.8% | 11.0% | -11.3% | -6.5 | -8.2% | i | 15.9% |
| CNC(=O)CO/N=C/c1ccc(N(C)C)cc1 | 11.2% | 1.6% | 15.7% | -3.5%[0.397 µM] | 10.9% | 9.8 | i | i | 25.3% |
| O=C(NCCc1ccccc1)C1CCC(CNc2c(N3CCCCC3)c(=O)c2=O)CC1 (configuration not stated) | -14.5% | 3.4% | -2.8% | 18.9% | 0.6% | 0.0 | 9.9% | i | 4.3% |
| O=C(N/N=C/c1cc2c(cc1Cl)OCO2)c1ccncc1 | -15.6% | -3.3% | 5.8% | -11.4% | -8.5% | -25.2 | i | i | 6.9% |
| O=C1c2ccccc2C(=O)C1C(=O)C1CC1 | 21.4% | -10.0% | 1.3% | -36.2%[inhibitor] | -11.1% | 4.9 | -22.4% | i | -5.0% |
| COc1ccc(F)cc1C(=O)C1CCCN(C(=O)Cc2c(C)noc2C)C1 (configuration not stated) | 7.3% | -3.9% | -6.0% | -8.1% | -6.0% | 0.4 | i | i | 7.8% |
| CCC(CC)n1[nH]c(=O)cc1N | 13.2% | -17.2% | 4.1% | -2.4% | -4.4% | -9.7 | ? | i | 16.9% |
| CCn1c(SCC(=O)Nc2cccc(C)c2)nc2c(c1=O)SC(C)C2 (configuration not stated) | 6.5% | -13.9% | -4.0% | -12.5% | -39.2%[inhibitor] | 0.0 | -44.9%[inhibitor] | i | 16.7% |
| O=C(NC1CCCCCC1)C1C2C=CC3(CN(Cc4cccnc4)C(=O)C13)O2 (configuration not stated) | -14.0% | 1.7% | 12.4% | 16.7% | 5.8% | 10.4 | i | i | 5.6% |
| CCc1nc2ccc(C(=O)Nc3cc(-c4ccccc4)ccc3OC)cn2c1N(C)C(=O)c1cccc(OC)c1 | ? | 23.2% | 5.7% | ? | -1.9% | 11.3 | -20.5% | i | ? |
| COc1cccc(C2C(=O)N(C3CCCCC3)CC(=O)N2CCc2ccc(OC)c(OC)c2)c1 (configuration not stated) | 28.6% | / | / | 0.0% | -13.0% | / | i | / | 5.4% |
| CCC1c2ccc(C)n2CCN1C(=O)Nc1ccccc1OC (configuration not stated) | 31.5% | 3.7% | -2.4% | 3.8% | -13.4% | -20.5 | i | i | 5.5% |
| Cc1cccc(-c2nnc(SCC(=O)Nc3ccc(C)c(C)c3)o2)c1 | -3.6% | / | / | 22.4% | 1.2% | / | i | / | 19.3% |
| CCN(CC)C(=O)[C@H]1CC(CC(=O)NCC23CC4CC(CC(C4)C2)C3)C(=O)N2CCc3c([nH]c4ccccc34)[C@]12C (some centres not stated) | 7.6% | ? | -0.5% | 28.2µM* | 11.9% | 1.7 | i | i | 3.8% |
| Cc1ccc2c(c1)c(=O)c(C(=O)c1ccc3c(c1)OCO3)cn2Cc1cccc(F)c1 | ? | / | / | ? | -9.1% | / | -22.4% | / | ? |
| CCOC(=O)N1CCN(C(=O)CCN2C(=O)COc3ccc(C)cc32)CC1 | 16.5% | 1.4% | 17.2% | 11.6% | 24.7% | -4.4 | -5.3%[57.5 µM] | i | -5.8% |

Two entries from above, with each value named.
O=C(Nc1cc(S(=O)(=O)N2CCCCC2)ccc1N1CCOCC1)c1ccc(F)cc1
  FUS yeast rescue: ? | aSyn yeast inh: 0.3% | GLP1R ag: -2.1% | TDP43 rescue: -17.6% | Abeta yeast res: 5.6% | D3 antag: 13.4 | PTHR1 ag: 13.3% | Akt phos inh: i | GLP1R inv ag: -0.1%
O=C(O)c1ccc(COc2ccc(Cl)cc2)o1
  FUS yeast rescue: 1.3% | aSyn yeast inh: 3.0% | GLP1R ag: 0.5% | TDP43 rescue: 28.3% | Abeta yeast res: 13.2% | D3 antag: 13.0 | PTHR1 ag: -1.8% | Akt phos inh: i | GLP1R inv ag: 14.3%

Not all compounds are listed; count on the stated rates, not on these rows.
